# From PubChem
# SR-BI uptake up – SR-BI HDL lipid transfer activation; activation, % at 12.5 µM; 320,000 compounds, 0.096% hits; CHO ldlA[mSR-BI] cells, DiI-HDL uptake fluorescence, 3 h; 100 = double the neutral-control signal; AID 504775;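 active = mean replicate activation of at least 60% and every replicate at or above 60%; inconclusive = mean or all-replicate condition met, but not both; inactive = mean below 60% and not all replicates reaching 60%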;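 note: 0% = median plate neutral-control signal and 100% = twice that signal; values of inactives mirror those of a sister screen read the other way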
#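 Assay system: CHO ldlA[mSR-BI] cells, LDL receptor-null, SR-BI overexpressing; medium: Ham's F12 with 0.5% BSA, HEPES 25 mM, pH 7.4; also added: DiI-HDL 10 µg/mL; timing: 3 h uptake period with compound, 37 °C; signal: DiI fluorescence, bottom read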
# PvdQ acylase – P. aeruginosa PvdQ acylase inhibition | purified PvdQ acylase, fluorescence plate reader | inhibition, % at 10 µM | 340,000 compounds, 0.063% hits | AID 488965; in the data active = inhibition above about 30%, passing the limit was not always enough; inconclusive = no clear call, values can overlap the other calls;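 note: 0% = vehicle neutral wells and 100% = reference inhibitor wells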
# C-LANA FP – inhibitors of KSHV LANA C-terminal domain DNA binding. MBP-C-LANA/FAM-LBS DNA binding, fluorescence polarization. inhibition, % at 9 µM. 340,000 compounds, 0.078% hits;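 active = highest replicate inhibition at or above 60% at 9 µM, even if other replicates fall short; inactive = all replicates below 60% inhibition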;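 note: 0% = neutral control wells and 100% = 4 µM acridine orange control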
# DAGLB inhibitor – blocks human DAGLB lipase activity. inhibition, % at 5.17 µM. Q8NCG7. HEK293T DAGLB membrane lysate, EnzChek fluorogenic substrate. 340,000 compounds, 0.059% hits; in the data active = inhibition above about 34%;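 note: 0% = enzyme with vehicle and 100% = wells lacking enzyme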
# Target sequence (Q8NCG7 whole entry, looked up): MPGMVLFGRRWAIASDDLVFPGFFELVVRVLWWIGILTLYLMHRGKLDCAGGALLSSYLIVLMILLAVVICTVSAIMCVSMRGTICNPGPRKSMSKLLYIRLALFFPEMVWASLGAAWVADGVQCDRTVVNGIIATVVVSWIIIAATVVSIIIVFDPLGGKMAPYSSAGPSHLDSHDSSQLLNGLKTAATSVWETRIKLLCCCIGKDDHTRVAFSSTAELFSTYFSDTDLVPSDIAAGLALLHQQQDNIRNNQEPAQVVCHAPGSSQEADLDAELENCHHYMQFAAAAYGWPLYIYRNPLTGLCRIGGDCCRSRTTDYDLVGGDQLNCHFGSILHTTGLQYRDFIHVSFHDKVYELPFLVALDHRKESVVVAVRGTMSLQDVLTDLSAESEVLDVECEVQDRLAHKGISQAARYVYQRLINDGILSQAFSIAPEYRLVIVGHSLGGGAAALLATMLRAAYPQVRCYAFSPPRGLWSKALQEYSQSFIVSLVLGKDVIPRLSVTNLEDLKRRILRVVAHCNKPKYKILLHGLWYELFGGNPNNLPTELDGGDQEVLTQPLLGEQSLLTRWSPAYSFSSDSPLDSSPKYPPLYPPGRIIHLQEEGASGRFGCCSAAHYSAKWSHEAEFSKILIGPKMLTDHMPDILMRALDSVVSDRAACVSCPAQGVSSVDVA
# SR-BI DiI inh – mouse SR-BI HDL lipid transfer inhibition; Q61009; ldlA[mSR-BI] CHO cells, DiI-HDL uptake fluorescence, 3 h; inhibition, % at 12.5 µM; 320,000 compounds, 0.96% hits;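 active = mean replicate inhibition of at least 70% and a set share of replicates each scoring 70 or more; inconclusive = meets just one of the two criteria; inactive = fails both criteria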;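 note: 0% = median of neutral control wells and 100% = median of positive control wells; values of inactives mirror those of a sister screen read the other way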
# Keap1 Nrf2 FP – Keap1-Nrf2 (human) interaction inhibition; inhibition, % at 9.4 µM; 340,000 compounds, 0.15% hits; Q14145; Keap1 Kelch-Nrf2 peptide fluorescence polarization, 1536-well; in the data active = inhibition above about 12%; inconclusive = no clear call, values can overlap the other calls; inactive = below about 7.3%;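 note: human Keap1 Kelch domain with fluorescein labeled Nrf2 9mer peptide probe; 0% = neutral control wells and 100% = peptide positive control; higher means more block of Keap1 binding to Nrf2 peptide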
# NSD2 inh – inhibitors of human histone methyltransferase NSD2; O96028; NSD2 peptide methylation, AlphaScreen, 120 min; inhibition, % at 12.5 µM; 310,000 compounds, 0.54% hits; AID 743445; in the data active = inhibition above about 50%
# PKA-R2B activ – activators of human PKA-R2B complex; activation, % at 11.4 µM; P22694+P31323; PKA-R2B holoenzyme dissociation, Cy5-IP20 fluorescence polarization; R2B truncated from residue 108, S112A mutant; 0% DMSO only, 100% 113 µM cGMP; 340,000 compounds, 0.079% hits;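 active = activation above a cutoff set at the mean over all compounds plus 3 SD, cut at about 18% in these data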;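 note: higher means more holoenzyme dissociation and a rise in polarization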
# Target sequence (P31323 whole entry, looked up, other chains not shown, the tested form may be a part): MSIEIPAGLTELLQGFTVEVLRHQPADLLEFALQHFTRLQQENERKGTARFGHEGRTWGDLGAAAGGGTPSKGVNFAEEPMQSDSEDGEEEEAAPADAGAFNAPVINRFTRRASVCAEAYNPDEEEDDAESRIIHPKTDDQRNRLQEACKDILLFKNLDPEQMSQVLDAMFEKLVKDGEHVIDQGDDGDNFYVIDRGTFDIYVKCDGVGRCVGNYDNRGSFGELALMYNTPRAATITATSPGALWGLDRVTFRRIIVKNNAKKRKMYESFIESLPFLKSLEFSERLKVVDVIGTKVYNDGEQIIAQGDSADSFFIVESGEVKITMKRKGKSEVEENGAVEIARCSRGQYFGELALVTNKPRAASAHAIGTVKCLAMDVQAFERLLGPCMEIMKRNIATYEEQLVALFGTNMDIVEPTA
# Arrestin-AP2 inh – inhibitors of human beta-arrestin and AP2 interaction | FITC-arrestin peptide / GST-AP2 beads, flow cytometry; AP2 beta2 appendage carries R879A mutation | AID 504490 | 340,000 compounds, 0.31% hits | inhibition, % at 10 µM;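 active = inhibition above a set limit, near 3 SD of compounds lacking own fluorescence, cut at about 54% in these data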;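 note: plate controls were DMSO wells for no effect and 5 µM unlabelled arrestin peptide for full effect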
#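 Material – GST-tagged AP2 beta2-adaptin appendage (R879A) on 4 µm glutathione beads · Probe or stimulus – fluorescein-tagged arrestin peptide at 50 nM final · Timing – 12 min plus 1 h, RT · Detection – bead flow cytometry, FITC channel · Read-out basis – inhibition as reduced fluorescein signal on beads, percent · Medium – PBS plus Tween 20 (0.05%) and BSA (0.1%)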
# Cardiac RTF inh – cardiac RTF calcium desensitization; P19429+P45379; inhibition, % at 7.15 µM; AID 493244; IANBD-labeled cardiac RTF, Ca2+ fluorescence; 340,000 compounds, 0.12% hits;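 active = inhibition above the mean inhibition of all tested compounds plus 3 SD, cut at about 17% in these data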;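 note: assay run at fixed EC70 calcium of 1.6 mM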
# Active calls of the source: *; ? = inconclusive; / = no result given.
SMILES,SR-BI uptake up,PvdQ acylase,C-LANA FP,DAGLB inhibitor,SR-BI DiI inh,Keap1 Nrf2 FP,NSD2 inh,PKA-R2B activ,Arrestin-AP2 inh,Cardiac RTF inh
Cc1c(C(=O)O)[nH]c2c1C(=O)CC(c1ccc(Cl)cc1)C2 (configuration not stated),-10,-18,-0.7,0,10,0,1,-6,9,-6
O=C(NCC1CCOCC1)c1cc(COc2cccc(C(F)(F)F)c2)on1,6,6,-0.4,0,-6,3,6,5,51,4
O=c1[nH]c(CSc2nnc(-c3ccccc3)n2-c2ccccc2)nc2ccccc12,11,9,0.9,1,-11,-3,3,-5,4,-1
COc1cccc(NC(=O)N2CCCCCC2)c1,18,-21,-0.9,-2,-18,-2,-4,0,1,-10
COc1cc(C(=O)Nc2ccncc2)cc(OC)c1OC,0,-17,0.9,2,0,-4,-1,-6,6,-1
Cc1ccc(C)c(OCCC(=O)Nc2cc(S(=O)(=O)N3CCCCC3)ccc2C)c1,-45,-15,0.5,-4,45,6,-2,-4,-25,6
O=C(CNC(=O)c1ccccc1F)Nc1ccccc1C(F)(F)F,9,3,-3.4,0,-9,0,-2,-10,6,-3
O=C(NN=Cc1ccccc1O)C(O)(c1ccccc1)c1ccccc1,-18,-22,1.6,3,18,-7,-4,-2,-12,-7
O=C(Cn1nc(C(=O)O)c2ccccc2c1=O)Nc1cc(Cl)cc(Cl)c1,9,7,-0.5,-3,-9,-6,0,-8,4,-28
O=C(NNC(=O)c1cc(S(=O)(=O)N2CCCCC2)ccc1Cl)c1ccccc1O,-107,-12,-2.1,7,108*,-6,1,-2,-6,-6
CCN(C[C@H]1N[C@@](Cc2ccccc2)(C(=O)OC)[C@H]2C(=O)N(Cc3ccccc3)C(=O)[C@@H]12)S(=O)(=O)c1ccccc1,-22,-14,-0.5,-5,22,-7,/,-2,-10,3
CCCC(C(=O)Nc1ccc(S(=O)(=O)Nc2ncccn2)cc1)c1ccccc1 (configuration not stated),33,-6,-0.2,5,-33,-1,1,-1,12,-4
CC(C)(C)c1ccc(OCc2ccc(C(=O)N/N=C/c3ccc([N+](=O)[O-])cc3)o2)cc1,-43,-2,2.8,-1,43,0,-2,2,-3,3
O=C(NCCCNC(=O)c1cnccn1)c1ccc(Cl)c(Cl)c1,/,-4,2.2,3,/,-2,38,-5,-2,3
CN(C)S(=O)(=O)c1ccc(Cl)c(NC(=O)CN2C(=O)NC3(CCc4ccccc43)C2=O)c1 (configuration not stated),3,-15,-3.4,-1,-3,2,1,-12,-4,-2
Cn1c(SCC(=O)c2ccc(F)cc2)nc2cccnc21,-18,-26,0.8,0,18,-6,-3,-2,-2,-8
Cc1cc(NC(=O)CSc2nc(-c3ccco3)cc(C(F)(F)F)n2)no1,-19,5,0.2,2,19,-5,2,-4,7,-4
O=C(c1cccnc1)N1CCC(Oc2ccc(C(=O)N3CCCCO3)cc2)CC1,11,-8,-1.1,2,-11,-1,-1,-2,0,-27
CCOc1ccc(-c2c[n+]3c(n2-c2ccccc2)CCCCC3)cc1,12,-6,-1.1,1,-12,-4,-1,-9,-2,8
Cc1nn(Cc2c(F)c(F)c(F)c(F)c2F)c(C)c1NC(=O)c1ccnn1C,27,10,0.8,-3,-27,4,-1,-15,6,-3
CCn1c(SCC(=O)Nc2nc(C)cs2)nnc1-c1ccco1,12,-2,-1.7,0,-12,1,-5,8,20,-23
C1=NN(c2ccccc2)C=NN1c1ccccc1,-1,-11,-0.8,-2,1,-5,-3,11,-6,-6
Cc1cc2c3c(c1C)C(=O)C(=O)N3C(C)(C)CC2C (configuration not stated),0,-8,-1.6,7,0,-1,12,11,-1,-12
CCC(C)N(C(=O)COC(=O)COc1c(C)cc(C)cc1C)C1CCS(=O)(=O)C1 (configuration not stated),-27,0,-1.0,-2,27,1,19,-5,15,3
Cc1cc(C)nc(Nc2nc(-c3ccccc3)cs2)n1,-39,-16,-0.7,-4,39,-2,0,-7,-6,-1
# The results go on:
SMILES,SR-BI uptake up,PvdQ acylase,C-LANA FP,DAGLB inhibitor,SR-BI DiI inh,Keap1 Nrf2 FP,NSD2 inh,PKA-R2B activ,Arrestin-AP2 inh,Cardiac RTF inh
Cc1cc(NC(=O)c2cc(-c3ccco3)on2)nn1Cc1ccc(Cl)cc1,-19,4,-1.4,1,19,-1,-6,-2,23,1
Cc1cccc(-c2c3c(=O)n(C)c(=O)n(C)c3cn2C(C)(C)C)c1,0,-17,-0.2,0,0,-9,-7,7,-2,-4
CC(=O)c1cc(-c2ccccc2)n(CC(=O)N2CCCC2)c1C,-6,0,0.0,-2,6,-3,1,1,-8,-13
Cc1ccc(Cn2c([N+](=O)[O-])cnc2C)cc1,8,4,1.1,1,-8,2,1,-3,10,-11
NS(=O)(=O)c1ccc(CCNC(=O)c2ccc(Cl)c(S(=O)(=O)NCc3ccco3)c2)cc1,-13,-6,3.7,4,13,-1,1,-4,-6,-2
CC1CCN(S(=O)(=O)c2ccc(NC(=O)CN3CCCC(C)C3)cc2)CC1 (configuration not stated),1,-16,1.4,-7,-1,2,-1,-5,1,0
O=[N+]([O-])c1ccc(Sc2n[nH]c(-c3ccco3)n2)nc1,10,12,-1.4,-2,-10,2,-2,11,16,-12
CCN(CCn1cccn1)C(=O)CCc1nnc(-c2ccccc2)o1,5,-9,0.0,3,-5,-2,-2,-1,6,-39
COc1cccc(NC(=O)c2nn(-c3ccc(OC)cc3OC)c(=O)c3ccccc23)c1,-19,-10,0.5,0,19,-6,-2,5,-7,1
COc1cccc(CSc2nnc(-c3ccncc3)n2C)c1,-12,0,3.6,-1,12,0,15,-16,2,1
Cc1ccc(NC(=O)N2CCC(C(=O)NCC(C)C)CC2)cc1,9,-20,-0.6,0,-9,-5,-2,-3,-1,-3
O=C(Cn1ccc([N+](=O)[O-])n1)NCc1cccs1,-4,7,0.8,0,4,1,1,-7,14,-1
COc1ccc(/C=C/C(=O)c2cc(Br)ccc2OC(=O)c2ccco2)cc1OC,28,-6,-1.8,1,-28,-4,0,-2,-8,-3
Cc1nc2ccc(S(=O)(=O)Nc3ccc(-c4nc5cccnc5s4)cc3)cc2s1,22,?,0.2,-1,-22,-3,/,-2,-3,4
Cc1[nH]n(C(N)=S)c(=O)c1N=Nc1ccc(S(=O)(=O)N2CCCCCC2)cc1,0,-10,0.0,25,0,-2,-10,-4,-7,2
CCn1c(SCC(=O)N2CCC(C)CC2)nc2c(c1=O)SC(C)C2 (configuration not stated),/,-5,0.2,2,-22,-4,1,4,-7,2
COc1ccc(CNCCS(=O)(=O)NC2CCCC2)cc1,21,-2,0.4,0,-21,0,/,0,8,0
Cc1ccccc1S(=O)(=O)Cc1ccc(C(=O)NC(C)c2ccccc2)o1 (configuration not stated),-5,12,0.7,2,5,-3,1,0,-1,-2
Cc1ccc2[nH]c(=O)c(CN(CCCN(C)C)C(=O)Nc3ccc(Cl)cc3)cc2c1,-17,-10,1.3,-1,17,-3,8,-1,-8,-1
Cc1cc(C)n(C(=O)CN(C)S(=O)(=O)c2ccc([N+](=O)[O-])cc2)n1,-22,12,5.7,2,22,-2,-3,-1,7,3
CCCOc1ccc(C(=O)NNC(=S)NC(C)=O)cc1,-3,-3,1.5,3,3,2,0,-5,27,8
Cn1nc(C(F)(F)F)c(C(=O)Nc2cccc(C(F)(F)F)c2)c1SCc1ccc(Cl)cc1,-41,-10,-0.8,-12,41,-1,0,-8,-11,-4
Cn1nc(-c2ccccc2)c(C(=O)Nc2ccc(C(F)(F)F)cc2)c1Cl,0,-14,-1.6,0,0,1,-1,-4,-4,-1
COCCCN1C(=O)C(=O)/C(=C(/O)c2ccc(S(=O)(=O)N3CCCCC3)cc2)C1c1ccc(O)c(OC)c1 (configuration not stated),10,-6,-1.6,0,-10,-4,13,-2,-8,-6
Cc1nccn1-c1cc(C(C)(C)C)nc2c(-c3ccccc3)cnn12,-14,-1,0.2,-1,14,2,-2,-3,5,0
O=C(NCC(=O)N(c1ccc(F)cc1)C(C(=O)NC1CCCC1)c1cccnc1)c1ccco1 (configuration not stated),10,-2,-0.3,1,-10,-6,-1,-7,6,-7
CN(C)C(CNC(=O)c1cccc(S(=O)(=O)N2CCN(c3ccccc3)CC2)c1)c1ccccc1 (configuration not stated),16,-5,0.6,4,-16,-1,1,-3,9,6
Cc1ccc(-n2c(Cn3c(C)nc4ccccc43)n[nH]c2=S)cc1,15,1,-0.3,3,-15,-3,-1,-1,19,9
COc1ccc(Nc2nc(-c3sc(C)nc3C)cs2)cc1,-43,-4,-1.8,1,43,5,1,-14,-10,-10

# Given with tabs: part of the list above.
mol	SR-BI uptake up	PvdQ acylase	C-LANA FP	DAGLB inhibitor	SR-BI DiI inh	Keap1 Nrf2 FP	NSD2 inh	PKA-R2B activ	Arrestin-AP2 inh	Cardiac RTF inh
CCN(CCn1cccn1)C(=O)CCc1nnc(-c2ccccc2)o1	5	-9	0.0	3	-5	-2	-2	-1	6	-39
Cc1ccc(NC(=O)N2CCC(C(=O)NCC(C)C)CC2)cc1	9	-20	-0.6	0	-9	-5	-2	-3	-1	-3

# 8 of the compounds above, tab-delimited.
mol	SR-BI uptake up	PvdQ acylase	C-LANA FP	DAGLB inhibitor	SR-BI DiI inh	Keap1 Nrf2 FP	NSD2 inh	PKA-R2B activ	Arrestin-AP2 inh	Cardiac RTF inh
Cc1cc(NC(=O)c2cc(-c3ccco3)on2)nn1Cc1ccc(Cl)cc1	-19	4	-1.4	1	19	-1	-6	-2	23	1
Cc1cccc(-c2c3c(=O)n(C)c(=O)n(C)c3cn2C(C)(C)C)c1	0	-17	-0.2	0	0	-9	-7	7	-2	-4
CC(=O)c1cc(-c2ccccc2)n(CC(=O)N2CCCC2)c1C	-6	0	0.0	-2	6	-3	1	1	-8	-13
Cc1ccc(Cn2c([N+](=O)[O-])cnc2C)cc1	8	4	1.1	1	-8	2	1	-3	10	-11
NS(=O)(=O)c1ccc(CCNC(=O)c2ccc(Cl)c(S(=O)(=O)NCc3ccco3)c2)cc1	-13	-6	3.7	4	13	-1	1	-4	-6	-2
CC1CCN(S(=O)(=O)c2ccc(NC(=O)CN3CCCC(C)C3)cc2)CC1 (configuration not stated)	1	-16	1.4	-7	-1	2	-1	-5	1	0
O=[N+]([O-])c1ccc(Sc2n[nH]c(-c3ccco3)n2)nc1	10	12	-1.4	-2	-10	2	-2	11	16	-12
CCN(CCn1cccn1)C(=O)CCc1nnc(-c2ccccc2)o1	5	-9	0.0	3	-5	-2	-2	-1	6	-39
